Screens from PubChem.
Neddyl block: inhibitors of cullin neddylation, primary screen, biochemical, TR-FRET, uHTS, NAE and Ubc12 | NEDD8-conjugating enzyme Ubc12 (Homo sapiens) + NEDD8-activating enzyme E1 regulatory … | calls only at 25 µM | 0.58% of 360,000 active; in the data active = inhibition above about 36%
SKN-1 block: suppressors of acrylamide-induced Pgst-4::GFP reporter in worms, primary screen, SKN-1 inhibitor project, whole organism, uHTS, GFP/RFP fluorescence ratio, strain VP596; C. elegans VP596 Pgst-4::GFP/RFP ratio, 24 h; inhibition, % at 21.8 µM; 0.49% of 360,000 active; AID 624304, 2012;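 active = interference check ratio from 0.5 to 1.5 plus GFP to RFP signal ratio inhibition reaching or exceeding a fixed threshold, cut at about 30% in these data, passing the limit was not always enough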; note: some compounds called inactive have numbers as strong as hits
NRP1-CendR mod: modulators of CendR peptide binding to NRP-1, primary screen, biochemical, fluorescence polarization, uHTS; Neuropilin-1 (Homo sapiens), O14786; FAM-RPARPAR peptide binding to NRP-1; inhibition, % at 25 µM; 0.85% of 360,000 active; AID 602438, 2012;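 active = inhibition or corrected inhibition above about 18%, plus a signal ratio from 0.5 to 1.5, limit read from the data, passing the limit was not always enough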; note: strong numbers were not always called active
FAS TE block: FAS thioesterase domain inhibitors, primary screen, biochemical, fluorescence intensity, uHTS | recombinant FAS-TE, OMFH fluorogenic substrate, fluorescence endpoint | inhibition, % at 15 µM | 0.67% of 360,000 active | AID 602261, 2012 | Fatty acid synthase (Homo sapiens), P49327;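 active = compounds whose normalised, plate-corrected inhibition of enzyme fluorescence in the single-dose primary screen is 50% or more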;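 note: 0% = DMSO with enzyme and 100% = substrate without enzyme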
MsrA act: bovine MsrA enzyme activators, primary screen, biochemical, absorbance, HTS | Methionine sulfoxide reductase A (Bos taurus) | purified bovine MsrA, absorbance read-out | activation, % at 10.6 µM | 0.3% of 360,000 active | AID 602163, 2012; in the data active = activation above about 7.5%;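 note: 0% = vehicle and 100% = reference activator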
eLon inh: inhibitors of E. coli Lon protease, primary screen, biochemical, fluorescence polarization; AID 602123, 2011; purified E. coli Lon protease; inhibition, % at 7.94 µM; P0A9M0; 0.42% of 360,000 active; in the data active = inhibition above about 13%, passing the limit was not always enough;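 note: 0% = enzyme with probe and DMSO and 100% = no enzyme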
Target sequence (P0A9M0 whole entry, looked up): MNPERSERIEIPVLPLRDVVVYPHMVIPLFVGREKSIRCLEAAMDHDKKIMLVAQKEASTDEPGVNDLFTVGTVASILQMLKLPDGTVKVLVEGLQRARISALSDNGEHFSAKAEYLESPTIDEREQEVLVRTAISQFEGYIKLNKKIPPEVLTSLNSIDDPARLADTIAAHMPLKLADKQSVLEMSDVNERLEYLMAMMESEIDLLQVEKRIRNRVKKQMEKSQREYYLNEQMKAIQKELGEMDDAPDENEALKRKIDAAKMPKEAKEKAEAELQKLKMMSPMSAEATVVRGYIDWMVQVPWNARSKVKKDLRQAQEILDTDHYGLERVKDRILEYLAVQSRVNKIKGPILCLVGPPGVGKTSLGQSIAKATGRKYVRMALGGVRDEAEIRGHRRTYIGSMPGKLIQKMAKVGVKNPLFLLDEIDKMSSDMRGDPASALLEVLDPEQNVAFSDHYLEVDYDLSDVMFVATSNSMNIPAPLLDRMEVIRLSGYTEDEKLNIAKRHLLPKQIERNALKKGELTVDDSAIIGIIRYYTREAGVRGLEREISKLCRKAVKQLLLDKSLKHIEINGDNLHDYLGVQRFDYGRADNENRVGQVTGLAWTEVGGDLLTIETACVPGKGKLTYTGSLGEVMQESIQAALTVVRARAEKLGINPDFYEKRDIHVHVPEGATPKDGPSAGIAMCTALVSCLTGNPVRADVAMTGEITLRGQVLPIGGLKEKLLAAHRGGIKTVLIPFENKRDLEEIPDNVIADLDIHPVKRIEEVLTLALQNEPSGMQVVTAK
MT1-MMP act inh: blockers of MT1-MMP proenzyme processing, primary screen, HT1080 RFP-PRO-GFP cells, GFP/RFP fluorescence; Matrix metalloproteinase-14 (Homo sapiens), P50281; GFP/RFP ratio fluorescence, overnight; percent of plate control window, DMSO zero; GFP/RFP ratio change, % at 20 µM; 0.061% of 360,000 active; AID 651647, 2012;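 active = GFP/RFP ratio change of at least 30% with cell ATP level not reduced by more than half and red fluorescence within 50% of control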; note: strong numbers were not always called active
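system = RFP-PRO-GFP reporter HT1080 cells | dosing = 20 µM single dose, 1% DMSO | timing = overnight cell settling, then overnight compound exposure, 37 °C, 5% CO2 | read-out basis = GFP/RFP fluorescence ratio | controls = DMSO and RFP-L50D-GFP cell wells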
Rin1 Abl inh: inhibitors of Rin1-Abl protein binding, primary screen, biochemical, TR-FRET | inhibition, % at 7.35 µM | 0.4% of 360,000 active | AID 588664, 2011; in the data active = inhibition above about 5%, passing the limit was not always enough
MsrA inhibitor: bovine MsrA enzyme inhibitors, primary screen, biochemical, absorbance, HTS. 0.75% of 360,000 active. Methionine sulfoxide reductase A (Bos taurus). inhibition, % at 15.5 µM. purified bovine MsrA, absorbance read-out; in the data active = inhibition above about 4.5%;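 note: 0% = vehicle wells with enzyme and 100% = reference inhibitor wells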
* hit, by the source's call; i = inactive; . = not tested or not shown.

SMILES	Neddyl block	SKN-1 block	NRP1-CendR mod	FAS TE block	MsrA act	eLon inh	MT1-MMP act inh	Rin1 Abl inh	MsrA inhibitor
CNc1nc2c(C)cccn2c(=O)c1C=NCc1ccccc1	i	6	0	-1	-3	-3	2	-2	3.6
Cc1c(C(=O)N2CCC(n3nccc3NC(=O)C3CC3)CC2)[nH]c2ccc(Cl)cc12	i	19	3	-2	-3	-3	6	-1	-0.3
N#Cc1ccccc1NS(=O)(=O)c1cc2c3c(c1)CCC(=O)N3CCC2	i	0	-5	-6	-2	1	4	4	-0.9
Cc1ccccc1Cn1ccc(NC(=O)CCSc2nc(-c3ccco3)cc(C(F)(F)F)n2)n1	i	-26	-2	20	-1	-5	-6	5	0.3
COC(=O)Nc1ccc(S(=O)(=O)NNC(=O)c2c(O)c3ccccc3n(C)c2=O)cc1	i	8	-11	6	-2	2	3	3	-1.2
Cc1nn(C)cc1CNC(=O)c1cc2n(n1)C(C(F)(F)F)CC(c1cccs1)N2 (stereo not drawn)	i	8	-2	-7	0	6	0	-3	-0.5
CCOC(=O)c1sc(NC(=O)CCN2CCOCC2)c(C(=O)OCC)c1C	i	-10	2	0	2	-5	-3	1	1.0
O=C(Nc1ccccc1)C1C(c2ccccc2)C1(Cl)Cl (stereo not drawn)	i	-6	-12	22	-11	-2	3	2	-1.2
CCCCN(CC)c1nc(N)c(C#N)c(CC#N)c1C#N	i	-13	-34	12	7	-11	-27	1	0.5
COc1ccc(CN2CCN(c3ncccn3)CC2)c(C)c1C	i	8	3	4	-13	-5	-1	4	-0.5
COc1ccc(N(CC(=O)NCC2CCCO2)S(=O)(=O)c2ccc(C)cc2)cc1OC (stereo not drawn)	i	-9	4	-7	-13	1	0	-2	-0.7
Cc1cccc(N2CCN(CCCNC(=O)c3ccc(NC(=O)C4=CSCCO4)cc3)CC2C)c1 (stereo not drawn)	i	10	0	0	-1	-3	-3	3	0.7
CCN(CC)C(=O)Oc1cc2c(-c3cc4cccc(OC)c4o3)cc(=O)oc2cc1C	.	6	-7	18	-3	1	-7	0	0.3
O=C(NNS(=O)(=O)c1ccc(F)cc1)C1CCCCC1	i	-22	8	-5	-9	9	1	1	-0.8
Cc1ccc(S(=O)(=O)NCc2ccc(N3CCN(C(=O)OC(C)(C)C)CC3)cc2)cc1	i	4	13	10	-4	1	-7	2	-0.6
O=C(Nc1nc(-c2ccc(Cl)s2)cs1)c1ccccc1	i	49*	-7	32	-3	1	-21	1	-1.4
O=C1c2c(-c3ccc(Br)cc3)noc2CCN1Cc1cn(C2CCCC2)nn1	i	8	-2	.	.	.	-4	.	1.1
CCN1CCN(c2ccc(S(=O)(=O)N3CCOCC3)cc2NC(=O)c2cccc([N+](=O)[O-])c2)CC1	i	10	1	2	-1	2	1	-1	-0.2
O=C(Nc1ccc(Cl)cc1)N1CCN(c2ccccc2)CC1	i	-12	-3	2	0	-4	0	-3	0.9
COc1cccc(N2CCN(Cc3nc(N)nc(N4CCCc5ccccc54)n3)CC2)c1	i	-17	6	4	-10	-10	-2	1	0.4
CC1CCN(C(=O)CSc2nc3c(c(=O)n2C)SCC3)CC1	i	9	12	0	-2	1	1	2	1.5
c1ccc(N/N=C(\Cc2ncc[nH]2)c2ccccc2)cc1	i	0	-8	3	-6	-4	1	3	0.9
CC1(C)CC(=O)c2sc(NS(=O)(=O)c3ccc(Br)cc3)nc2C1	i	4	-6	1	-6	-5	5	0	3.6
COc1ccc(-n2c(=S)[nH]c3cc(C(=O)NCc4ccccc4)ccc3c2=O)c(OC)c1	i	18	6	-22	-1	3	2	5	0.1
COc1cccc(NC2=C(NCCO)C(=O)c3ccccc3C2=O)c1	i	1	14	0	-3	13	0	-5	0.3
O=C(/C=C/c1ccc(-c2ccccc2[N+](=O)[O-])o1)c1ccc(F)cc1	i	9	-2	19	-1	1	12	0	0.9
COc1ccc2nc3c(cc2c1)c(NC(=O)CC(C)C)nn3CC(C)C	.	-1	-3	10	-7	1	-3	-2	2.0
COc1cc2c(cc1OC)CN(C(=O)CCCN1C(=O)c3ccccc3C1=O)CC2	i	-4	6	-6	-1	-1	3	-1	-0.9
COc1ccc(NC(C)=O)cc1NC(=O)c1cccc(S(=O)(=O)N2CCc3ccccc32)c1	i	7	-9	-1	-3	1	3	-2	-0.3
Cc1ccc(F)cc1NC(=O)c1cnccn1	i	7	8	-6	-4	-4	1	0	-0.1
O=C1CCCC2=C1C(c1cccc(Br)c1)n1nc(-c3ccco3)nc1N2 (stereo not drawn)	i	-5	-14	5	-3	-7	0	4	1.0
CCn1cc(CN2CCC(C(=O)Nc3cccc(-c4cccc(Cl)c4)c3)CC2)c(C)n1	i	-13	-7	-2	-1	-7	5	-1	-0.9
CC1(C)CC(=O)C2=C(C1)Nc1cc3c(cc1C2c1ccc(F)cc1)OCO3 (stereo not drawn)	.	-3	-10	10	-12	-1	-8	1	1.8
O=C1CCCN1C(=O)COc1ccc([N+](=O)[O-])cc1	i	5	0	-4	-1	-5	4	-2	-0.4
CS(=O)(=O)N1CCN(C(=O)COc2ccc3ccccc3c2)CC1	i	0	-7	-3	-4	9	-2	-3	1.5
O=S(=O)(Nc1nccs1)c1ccc(NS(=O)(=O)c2cccs2)cc1	i	-17	-7	-10	-4	-3	-1	1	1.5
O=C(CCc1nc2ccccc2c(=O)[nH]1)NCc1cccc(Cl)c1	i	0	-1	-1	-3	7	3	-4	0.2
COCCCNC(=O)Cc1c(C)c2c(cc(C)c3c(C(C)(C)C)coc32)oc1=O	.	17	1	9	-1	0	-6	-1	-0.1
CC(C)c1ccc(C2CC(=O)c3cnc(N4CCc5ccccc5C4)nc3C2)cc1 (stereo not drawn)	i	-5	2	-2	-12	0	-5	-5	-0.2
O=C(COc1ccc(Cl)cc1[N+](=O)[O-])N1CCCCCC1	i	-10	-6	4	-1	1	0	-1	-0.7
O=C(O)Cc1ccc(NC(=S)Nc2cccc(Cl)c2Cl)cc1	i	3	9	-10	-1	-6	1	-1	-0.1
O=C1CCN(C(=S)NCc2ccccc2)CC1	i	1	4	-1	-5	-8	-2	2	0.0
CC(C)(C)c1ccc(-c2nnc(NC(=O)c3ccccc3)s2)cc1	i	-6	10	-2	-1	-1	2	0	1.9
COc1ccc(-n2nc(C(=O)NCC(=O)N3CCC(C)CC3)c3ccccc3c2=O)c(OC)c1	i	2	2	-1	-4	-6	2	1	-0.4
Nc1nnc(CCS(=O)(=O)c2ccc(Cl)cc2)s1	i	-7	17	-4	0	3	2	4	-0.5
O=C(O)[C@@H]1CCCN1C(=O)COc1ccc2c3c(c(=O)oc2c1)CCC3	i	-13	-5	-5	-9	7	10	-2	2.5
O=C(N/N=C/C1CC=CCC1)c1cc(-c2cccnc2)nc2ccccc12 (stereo not drawn)	i	4	6	-4	-2	1	-2	-3	0.6
CCCCCc1cc(=O)oc2c(C(CCN(CC)CC)c3cc(OC)c(OC)c(OC)c3)c(OC)cc(OC)c12 (stereo not drawn)	i	8	21	8	-1	-10	1	-2	-0.2
Cc1nc2ccc(NC(=O)c3cccc(C(F)(F)F)c3)cc2o1	i	12	1	-5	-1	-2	10	-5	0.4
Cc1nc2nc(SCC(=O)NCCN3CCOCC3)nn2c(C)c1Cc1ccccc1	i	-6	-8	-5	-2	-1	1	1	0.3
CN(C)NC1CCS(=O)(=O)C1 (stereo not drawn)	i	0	5	-6	-1	-1	-5	-1	-0.6
CCNc1nc(NCC)nc(C(=O)Nc2ccccc2)n1	i	3	4	2	1	-3	4	-2	0.9
CC(=O)NCCSc1ccc(S(=O)(=O)N2CCCC2)cn1	i	0	-7	-2	-4	8	1	7	0.9
O=C(OCCN1C(=O)c2ccccc2C1=O)Oc1ccccc1	i	-12	1	3	-8	6	0	0	0.9
COc1ccccc1C(=O)NCc1n[nH]c(=S)n1Cc1ccccc1	i	-8	-2	-6	0	4	2	1	2.0
COc1ccccc1NC(=S)NNC(=O)c1c(Cl)c(C)nn1C	i	1	3	-4	-4	-4	7	3	-0.4
O=C(CN(Cc1ccccc1)C(=O)CCC(=O)Nc1nccs1)NCC1CCCO1 (stereo not drawn)	i	-4	2	-4	-14	1	3	3	0.9
CCCOc1ccc(C2C3=C(Nc4nc(N)[nH]c(=O)c42)c2ccccc2C3=O)cc1 (stereo not drawn)	i	2	-2	8	-3	-8	13	2	0.8
C#CCn1c(S(=O)(=O)Cc2ccccc2Cl)nc(-c2ccccc2)c1-c1ccccc1	i	2	-8	29	-3	2	-5	0	-1.0
COc1ccc(S(=O)(=O)N(C)c2ccc(C(=O)NCc3ccco3)cc2)cc1	i	7	3	6	-1	-10	-5	-2	0.2

Other entries follow:
SMILES	Neddyl block	SKN-1 block	NRP1-CendR mod	FAS TE block	MsrA act	eLon inh	MT1-MMP act inh	Rin1 Abl inh	MsrA inhibitor
COc1ccccc1CC(=O)NNC(=O)c1cccs1	i	4	-8	0	-1	4	-4	0	0.4
COc1ccc(NC(=O)C2CCCN2S(=O)(=O)c2ccc3c(c2)CCC(=O)N3)cc1 (stereo not drawn)	i	-13	1	0	-4	-7	3	2	-0.3
CC(C)OC(=O)CSc1nnc(Cc2ccccc2)n1CC1CCCO1 (stereo not drawn)	i	-4	0	-4	-2	3	1	-1	-0.4
Cc1cc(C)c(OCCN2C(=O)NC(C)(C)C2=O)c(Cl)c1	i	-2	-6	0	0	-7	-2	-1	-0.5
CCN(CC)CCNC(=O)Cn1cnc2sc(C)c(S(=O)(=O)N3CC(C)CC(C)C3)c2c1=O (stereo not drawn)	i	11	-4	-4	-2	0	-7	1	3.4
CS(=O)(=O)N1CCC(C(=O)Nc2ccc(F)cc2F)CC1	i	-24	5	-9	-1	-9	10	2	0.4
CCOC(=O)CNC(=O)C1c2ccccc2Oc2ccccc21	i	13	-1	-4	0	-7	1	0	-0.5
Cc1ccc(C(=O)Oc2cc(N)n(S(=O)(=O)c3ccc(F)cc3)n2)cc1	i	14	9	5	-2	-8	3	3	-0.5
CN(Cc1nc(CC2CC2)no1)CC12CC3CC(CC(C3)C1)C2	i	1	9	8	-2	-3	4	1	3.0
COc1ccc(NC(=O)c2ccc3c(c2)CCN3S(=O)(=O)c2ccccc2)cc1	i	-9	-7	20	-4	4	4	2	0.7
CC(=O)NC(NC(=S)N1CCCCCC1)C(Cl)(Cl)Cl (stereo not drawn)	i	5	-6	-6	-2	-8	1	2	1.3

Profiles from above.
Record of COc1ccccc1CC(=O)NNC(=O)c1cccs1 : Neddyl block = i; SKN-1 block = 4; NRP1-CendR mod = -8; FAS TE block = 0; MsrA act = -1; eLon inh = 4; MT1-MMP act inh = -4; Rin1 Abl inh = 0; MsrA inhibitor = 0.4
Record of COc1ccc(NC(=O)C2CCCN2S(=O)(=O)c2ccc3c(c2)CCC(=O)N3)cc1 (stereo not drawn) : Neddyl block = i; SKN-1 block = -13; NRP1-CendR mod = 1; FAS TE block = 0; MsrA act = -4; eLon inh = -7; MT1-MMP act inh = 3; Rin1 Abl inh = 2; MsrA inhibitor = -0.3
Record of Cc1ccc(C(=O)Oc2cc(N)n(S(=O)(=O)c3ccc(F)cc3)n2)cc1 : Neddyl block = i; SKN-1 block = 14; NRP1-CendR mod = 9; FAS TE block = 5; MsrA act = -2; eLon inh = -8; MT1-MMP act inh = 3; Rin1 Abl inh = 3; MsrA inhibitor = -0.5
